DTT redox prof – compounds producing H2O2 with reducing agent – biochemical, NIH compound library profiling, artefact control for MLSCN library redox annotation, primary screen. DTT-dependent redox cycling H2O2, phenol red/HRP absorbance; 100% = 100 µM peroxide control, 0% = buffer. activation, % at 10 µM. actives 0.03% (n = 200,000). AID 878;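 active = activation of at least 50% relative to the plate's high and low controls in the primary single-dose screen; inactive = activation below 50%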;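 note: compound incubated with DTT at 0.8 mM final as the reducing agent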
S1P3 antag – blocks the human S1P3 receptor; CHO S1P3 NFAT-BLA reporter, FRET fluorescence, antagonist mode; inhibition, % at 4.98 µM; actives 0.27% (n = 170,000);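 active = inhibition above the plate cutoff, the mean inhibition of test wells on that plate plus 3 SD, cut at about 28% in these data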;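 note: cells challenged with S1P at its EC80 of 0.8 µM; blue over green emission ratio from cleaved BLA substrate after 4 h stimulation; 0% = S1P-stimulated wells and 100% = unstimulated DMSO-only wells; some compounds past the cut are filed as inactive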
Target sequence (Q99500 whole entry, looked up): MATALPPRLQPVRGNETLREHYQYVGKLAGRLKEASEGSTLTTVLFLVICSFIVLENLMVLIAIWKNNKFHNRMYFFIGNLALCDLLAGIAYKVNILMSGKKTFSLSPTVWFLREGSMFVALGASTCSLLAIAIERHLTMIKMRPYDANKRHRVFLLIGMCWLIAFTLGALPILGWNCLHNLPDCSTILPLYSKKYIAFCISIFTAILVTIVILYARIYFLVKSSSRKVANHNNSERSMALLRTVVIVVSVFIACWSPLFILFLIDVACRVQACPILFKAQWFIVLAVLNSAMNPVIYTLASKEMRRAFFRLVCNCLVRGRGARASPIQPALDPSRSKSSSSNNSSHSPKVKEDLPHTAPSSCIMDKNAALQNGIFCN
bIAP activator – intestinal alkaline phosphatase (bovine) activation; purified bovine IAP, CDP-star luminescence, 30 min; hits give high values; fold of DMSO-control signal, blank-subtracted; activation factor at 20 µM; actives 0.17% (n = 200,000);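 active = activation factor of 2 or more at 20 µM, a signal rise over negative controls twice the positive control's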
TLR4-MyD88 BLA – inhibitors of human TLR4-MyD88 binding | O00206+Q99836 | inhibition, % at 8.4 µM | HeLa CL3-4 TLR4/MyD88 BLA complementation, FRET ratio | actives 0.18% (n = 200,000); in the data active = inhibition above about 25%;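 note: 0% = vehicle and 100% = reference inhibitor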
PPARg SRC2 recr – agonists of SRC-2 recruitment by human PPARgamma; PPARgamma LBD-SRC-2 recruitment, biochemical; actives 0.34% (n = 200,000); activation, % at 8 µM; P37231; AID 1032; in the data active = activation above about 22%;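 note: 0% = vehicle and 100% = reference agonist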
SRC2 TRFRET art – flags TR-FRET format artefacts in PPARgamma SRC-2 recruitment agonist screen. actives 0.4% (n = 200,000). TR-FRET ratio at 8 µM. TR-FRET artefact counter-screen; hits give high values. AID 1049; in the data active = TR-FRET ratio above about 2000; note: inactives centre near 1500; reference of the scale not given here
ROMK mod – human ROMK K+ channel modulation, primary screen; P48048; Tet-inducible ROMK, thallium flux fluorescence; actives lie on both sides; B-score at 10 µM; actives 2% (n = 130,000); AID 1918;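 active = signal ratio slope over the read window, or its plate-corrected B-score, at least 3 SD from the plate mean, either direction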;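 note: B-score of the F/F0 ratio slope over 7 to 12 s after thallium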
Target sequence (P48048 whole entry, looked up): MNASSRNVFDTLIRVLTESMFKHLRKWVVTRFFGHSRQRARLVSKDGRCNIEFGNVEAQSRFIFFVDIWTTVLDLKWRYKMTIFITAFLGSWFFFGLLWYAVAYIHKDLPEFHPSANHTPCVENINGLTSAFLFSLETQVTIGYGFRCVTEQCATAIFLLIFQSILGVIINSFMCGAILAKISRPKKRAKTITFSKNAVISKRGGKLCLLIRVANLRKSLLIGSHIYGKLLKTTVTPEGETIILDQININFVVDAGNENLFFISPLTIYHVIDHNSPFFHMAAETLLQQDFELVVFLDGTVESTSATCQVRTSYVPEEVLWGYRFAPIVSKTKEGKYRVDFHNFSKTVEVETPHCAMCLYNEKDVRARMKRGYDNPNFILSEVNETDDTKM
PPARg SRC-1 ag – agonists of human PPARgamma SRC-1 coactivator recruitment | AID 631 | PPARgamma-SRC-1 coactivator recruitment biochemical assay | actives 0.41% (n = 200,000) | activation, % at 8 µM | P37231; in the data active = activation above about 19%;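 note: 0% = DMSO and 100% = reference agonist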
L major viab – Leishmania major promastigote growth inhibition | inhibition, % at 10 µM | actives 9% (n = 200,000) | Leishmania major promastigotes, resazurin fluorescence viability | AID 1063; in the data active = inhibition above about 50%;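 note: promastigotes grown with compound for 44 hours at 28 °C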
PPARg SRC3 recr – agonists of human PPARgamma SRC-3 coactivator recruitment. P37231. biochemical PPARgamma/SRC-3 coactivator recruitment assay. activation, % at 8 µM. actives 0.26% (n = 200,000); in the data active = activation above about 23%;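 note: 0% = DMSO and 100% = reference agonist; some compounds past the cut are filed as inactive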
bIAP inhibitor – blocks bovine intestinal alkaline phosphatase activity. purified bovine IAP, CDP-star luminescence, 30 min. inhibition, % at 20 µM. 190,000 tested, under 10 active;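 active = over 50% inhibition of intestinal alkaline phosphatase at 20 µM in the single-dose screen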
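System: purified bovine intestinal alkaline phosphatase (IAP) enzyme; Input: IAP diluted 1/65,000,000 in the well; Measured by: CDP-star luminescence signal; Compound dosing: 20 µM single dose; Incubation: 30 min reaction at room temperature.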
Numbers without * were called inactive; . = not tested or not shown; & = joins results of further samples. Not a hit list; overall some 11% were active at least once.

Under each structure: DTT redox prof | S1P3 antag | bIAP activator | TLR4-MyD88 BLA | PPARg SRC2 recr | SRC2 TRFRET art | ROMK mod | PPARg SRC-1 ag | L major viab | PPARg SRC3 recr | bIAP inhibitor
- O=C(NCCSCc1ccco1)Nc1ccccc1
    0.0 | 23 | 0.9 | 10 | -9 | 1496 | -1.5 | -2 | -4 | -4 | 10
- COc1cc(CN2CCC(N3CCC(C(=O)N4CCCC4)CC3)CC2)cc2c1OCO2
    -1.2 | -13 | 1 | -1 | 4 | 1455 | -0.33 | -2 | 0 | 3 | 3
- CCOc1ccc(CC(=O)Nc2sc(Cc3ccccc3)cc2C(N)=O)cc1OCC
    2.6 | . | 0.9 | 4 | -2 | 1554 | -0.022 | 8 | -24 | 3 | 13
- O=Cc1cn(CC(=O)N2CCCc3ccccc32)c2ccccc12
    2.0 | . | 0.9 | -4 | 8 | 1358 | . | 1 | -2 | -7 | 12
- CCOC(=O)C1Sc2ccccc2NC1=O (stereo not drawn)
    -0.2 | -11 | 0.8 | 1 | 4 | 1569 | 0.45 | -6 | 15 | -7 | 21
- CC(C)CC(=O)N1CCN(S(C)(=O)=O)CC1
    0.3 | -17 | 0.9 | 0 | -6 | 1571 | . | -6 | -6 | 0 | 7
- Nc1cc(Br)c(N)c(Br)c1
    -0.7 | 0 | 1 | -8 | 5 | 1703 | . | 12 | -5 | 3 | 0
- O=C1OCCC1Sc1nc2ccccc2s1 (stereo not drawn)
    0.0 | -3 | 0.9 | -2 | 4 | 1411 | -0.18 | -1 | 1 | 16 | 10
- CCC(=O)NC(Nc1c(C)n(C)n(-c2ccccc2)c1=O)C(Cl)(Cl)Cl (stereo not drawn)
    -0.7 | -20 | 1.1 | 22 | 10 | 1619 | 1.8 | 2 | 3 | 8 | -6
- Cn1c(=O)c(C(=O)CN2CC(=O)Nc3ccccc32)c(N)n(Cc2ccccc2)c1=O
    0.2 | -7 | 0.9 | -18 | 3 | 1613 | 0.26 | -3 | -5 | -2 | 7
- CCN(C(=O)CN1CCN(c2ccc(OC)cc2)CC1)c1c(N)n(Cc2ccccc2)c(=O)[nH]c1=O
    1.0 | -34 | 1 | -9 | -4 | 1908 | 0.15 | 9 | 0 | 3 | -3
- COC(=O)CC1C(=O)NCCN1C(=O)CSc1nnc(Nc2ccc(C)cc2)s1 (stereo not drawn)
    0.1 | . | 1 | -4 | 7 | 1367 | 0.13 | 6 | -3 | -2 | 2
- Brc1ccc(OCCOc2cccc3cccnc23)cc1
    0.2 | 10 | 0.9 | -3 | 5 | 1514 | -0.22 | 8 | -9 | 4 | 6
- CC1=C(C(=O)OCc2ccccc2)C(c2ccc3ccccc3c2)NC(=O)N1CCCCCC(=O)O (stereo not drawn)
    0.4 | 0 | 0.9 | -7 | 8 | 1497 | 0.6 | 4 | 1 | -3 | 10
- COc1ccc(-n2c(Cc3cccn3C)nnc2SCC(=O)NC2CCCCC2)cc1
    -2.6 | 1 | 1.1 | 1 | -1 | 1526 | . | 4 | 2 | 7 | -7

Compound profiles (already shown). Order of values: DTT redox prof	S1P3 antag	bIAP activator	TLR4-MyD88 BLA	PPARg SRC2 recr	SRC2 TRFRET art	ROMK mod	PPARg SRC-1 ag	L major viab	PPARg SRC3 recr	bIAP inhibitor
Record of O=Cc1cn(CC(=O)N2CCCc3ccccc32)c2ccccc12 : 2.0	.	0.9	-4	8	1358	.	1	-2	-7	12
Record of CC(C)CC(=O)N1CCN(S(C)(=O)=O)CC1 : 0.3	-17	0.9	0	-6	1571	.	-6	-6	0	7
Record of O=C1OCCC1Sc1nc2ccccc2s1 (stereo not drawn) : 0.0	-3	0.9	-2	4	1411	-0.18	-1	1	16	10

(further entries)
Under each structure: DTT redox prof | S1P3 antag | bIAP activator | TLR4-MyD88 BLA | PPARg SRC2 recr | SRC2 TRFRET art | ROMK mod | PPARg SRC-1 ag | L major viab | PPARg SRC3 recr | bIAP inhibitor
- CCOc1cc(/C=N/NC(N)=O)cc(Br)c1OCc1ccccc1F
    -0.2 | 6 | 0.7 | -1 | 6 | 1641 | 0.015 | -2 | 16 | 3 | 29
- Cc1ccccc1NC(=O)Cn1c(=O)n(Cc2ccccc2)c(=O)c2c(C)c(C)sc21
    5.4 | -7 | 0.9 | -5 | 13 | 1710 | 0.84 | -4 | -2 | 5 | 9
- Cc1cccc(OCCNC(=O)CSc2ccc(C(F)(F)F)cc2[N+](=O)[O-])c1
    0.0 | -1 | 0.9 | 0 | 4 | 1390 | 0.38 | -5 | -3 | -4 | 12
- CCCc1cc(=O)oc2cc(C)c(CN3CCCC3)c(O)c12
    -1.4 | 2 | 0.9 | 20 | 5 | 1540 | 0.013 | 7 | -4 | 6 | 9
- CCOC(=O)C1(Cc2cccc(Cl)c2)CCCN(C(=O)CCOC)C1 (stereo not drawn)
    10 | -11 | 1.1 | -4 | 1 | 1563 | -0.54 | 4 | -6 | 5 | -12
- Cc1cc(C)c2nc(-c3ccccn3)cc(C(=O)Nc3ccc(S(=O)(=O)Nc4onc(C)c4C)cc3)c2c1
    -0.6 | -5 | 1.1 | 3 | -5 | 1560 | 0.42 | -3 | 4 | 0 | -10
- CC1(C)CC(=O)C2=C(C1)NC(=O)CC2c1ccc(N(CCC#N)CCC#N)cc1 (stereo not drawn)
    0.5 | -4 | 0.9 | 1 | 8 | 1715 | -0.0028 | 3 | -7 | -4 | 7
- CCCCn1nc2cc(C(=O)NC3CCc4ccccc43)ccc2c1OCC (stereo not drawn)
    -3.6 | . | 1 | -7 | 2 | 1473 | . | -1 | 17 | -2 | 2
- COc1ccc(CN2C(=O)c3ccccc3C2=O)cc1C(=O)Nc1ccccc1N1CCOCC1
    0.4 | 8 | 1 | 9 | 14 | 1781 | 1.1 | -3 | 6 | 3 | 2
- COc1ccc(CCNC(=O)C(=O)NCCOc2ccccc2Cl)cc1OC
    -0.1 | 1 | 0.9 | -13 | 11 | 1564 | 1 | 3 | -2 | -2 | 7
- CC(NS(=O)(=O)c1ccccc1)C(=O)Nc1ccc(S(N)(=O)=O)cc1 (stereo not drawn)
    0.9 | 13 | 1.1 | 12 | 8 | 1495 | -0.45 | -3 | -8 | 8 | -5
- CC(=O)c1c[nH]c(C(=O)NCC2CCCO2)c1 (stereo not drawn)
    -1.1 | . | 0.9 | -9 | 2 | 1520 | . | 4 | -7 | 10 | 8
- CC(=O)Nc1cccc(NC(=O)CSc2ccc(-c3cccnc3)nn2)c1
    -3.1 | -20 | 1 | 6 | 4 | 1366 | 0.13 | -9 | -2 | 3 | -1
- Cc1ccc(NC(=O)Cn2nc(-c3ccccc3)nc2-c2ccccc2)c(C)c1
    0.3 | -3 | 0.8 | -8 | 4 | 1620 | . | 1 | 0 | 1 | 19
- COC(=O)c1c(C)[nH]c(C(=O)CC#N)c1C
    0.0 | 0 | 1 | 7 | -3 | 1536 | 1.2 | -1 | -4 | -4 | -4

Further results follow.
SMILES,DTT redox prof,S1P3 antag,bIAP activator,TLR4-MyD88 BLA,PPARg SRC2 recr,SRC2 TRFRET art,ROMK mod,PPARg SRC-1 ag,L major viab,PPARg SRC3 recr,bIAP inhibitor
CCN(CC)S(=O)(=O)c1ccc(NS(=O)(=O)c2ccc(O)c([N+](=O)[O-])c2)cc1,0.0,0,0.8,-7,1,1626,0.18,0,-6,3,17
C=CCOc1ccc(/C(O)=C2/C(=O)C(=O)N(CCCn3ccnc3)C2c2ccco2)cc1 (stereo not drawn),0.0,-7,1.2,0,5,1445,0.98,10,-10,7,-15
O=S(=O)(Cc1cc(Sc2ccccc2)nc(-c2ccccc2)n1)c1ccccc1,0.1,.,0.9,-1,-2,1632,.,5,-2,-6,13
CCCNCc1nnc(-c2ccccc2Cl)o1,0.2,8,0.9,11,7,1631,-0.016,11,-3,1,14
CCC1(C)N(O)C(C)(C)C(c2ccc(F)cc2)=[N+]1[O-] (stereo not drawn),2.3,.,0.9,-9,0,1444,0.38,-4,5,6,6
Cc1nn(C)cc1S(=O)(=O)N1CCN(Cc2ccccc2Cl)CC1,-0.3,-11,1,-19,-9,1523,1.2,-6,0,-1,1
CCN1CCN(CC(=O)c2c[nH]c3ccccc23)CC1,-4.4,.,0.9,-14,6,1539,.,5,-4,-1,13
O=c1[nH]c(C(F)(F)F)nc2c1nnn2Cc1ccccc1F,0.4,.,0.9,-3,-5,1440,3.4*,-2,-5,1,11
CC(=O)Nc1ccc(S(=O)(=O)Nc2cc(C)ccn2)cc1,1.1,11,1,-1,-3,1444,-0.55,1,-4,-1,4
COc1ccc(C(C[N+](=O)[O-])c2c(-c3ccccc3)cc3ccccn23)c(OC)c1 (stereo not drawn),-1.5,.,1,8,4,1574,-0.52,4,100*,6,-3
Brc1ccc2[nH]c3nc(SCCN4CCOCC4)nnc3c2c1,-0.1&-0.1,23,1.3,1&12,17&1,1668&1689,0.72,4&-7,-2&4,6&8,-29
CC(C)=CCC(C)(C)C1OCCN1C(=O)Nc1ccccc1 (stereo not drawn),3.0,-12,0.9,-3,2,1486,0.16,-3,12,-6,11
COc1c(C(C)C)oc2cc3oc(=O)ccc3cc12,-1.5,-21,0.8,-6,0,1663,-0.16,4,5,-1,16
COc1ccccc1NC(=O)/C=C\C(=O)O,4.1,-6,1.1,12,-7,1384,0.43,0,18,-1,-13
Cc1ccc(-c2noc(CN(C(=O)CCCCCN3C(=O)c4ccccc4C3=O)C(C)C)n2)cc1,0.6,0,1,7,5,1538,-3.6,3,8,0,1
CCOc1cc(-c2cc(N)n[nH]2)cc(OCC)c1OCC,-1.6,-4,1,-13,12,1771,.,8,-8,2,-2
COc1ccc(NC(=O)CCC(=O)OCC(=O)c2ccc(Oc3ccc([N+](=O)[O-])cc3)cc2)cc1,1.0,-6,0.9,9,-6,1515,.,-8,-3,1,12
O=C(Nc1ccc(Br)cc1)c1cccn1-c1ncc(C(F)(F)F)cc1Cl,-1.6,.,0.9,4,9,1740,.,-8,2,16,13
CN/N=C(\Cc1nc2ccccc2[nH]1)c1ccc([N+](=O)[O-])cc1,-2.0,-1,1,5,5,1560,-0.014,-3,12,4,-2
NS(=O)(=O)c1ccc(CCNC(=O)C(=O)NCC2OCCN2C(=O)c2ccc3c(c2)OCO3)cc1 (stereo not drawn),0.6,-3,1.2,-11,-1,1610,0.021,2,-4,1,-17
COC(=O)c1cccc(NC(=O)CSc2nnc(C)n2Cc2ccccc2)c1,0.0,-16,1,-1,-3,1466,-0.68,-1,19,-5,0
CC(C)C(=O)NNc1nc2ccccc2s1,-7.2,.,0.8,-7,8,1787,.,6,-9,4,16
O=C(CCl)N(Cc1cccc([N+](=O)[O-])c1)c1cccc(Cl)c1,0.9,2,1,10,-3,1533,-3.1*,-2,101*,0,4

ROMK mod: hit marks shown above.
| SMILES | DTT redox prof | S1P3 antag | bIAP activator | TLR4-MyD88 BLA | PPARg SRC2 recr | ROMK mod | PPARg SRC-1 ag | PPARg SRC3 recr | bIAP inhibitor |
| --- | --- | --- | --- | --- | --- | --- | --- | --- | --- |
| O=c1[nH]c(C(F)(F)F)nc2c1nnn2Cc1ccccc1F | 0.4 | . | 0.9 | -3 | -5 | 3.4* | -2 | 1 | 11 |
| O=C(CCl)N(Cc1cccc([N+](=O)[O-])c1)c1cccc(Cl)c1 | 0.9 | 2 | 1 | 10 | -3 | -3.1* | -2 | 0 | 4 |

Assay outcomes: PubChem, several laboratories
